HTR5A inv ag – HTR5A inverse agonists in luminescence cell assay, primary screen, counter-screen for OPRM1-OPRD1 heterodimer inverse agonist project, full-deck HTS. 5-hydroxytryptamine receptor 5A (Homo sapiens), P47898. HTR5A cell line, inverse agonism. inhibition, % at 9.3 µM. actives 0.083% (n = 340,000). AID 504634, 2011; in the data active = inhibition mostly above about 23%, no sharp cut-off; inactive = mostly below about 18%;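 also: 0% = cells with DMSO and 100% = no-cell wells with DMSO; some compounds called inactive have numbers as strong as hits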
PKA-R2B activ – activators of PKA-R2B holoenzyme, primary screen, biochemical, fluorescence polarization, Cy5-IP20, human | cAMP-dependent protein kinase catalytic subunit beta (Homo sapiens) + cAMP-dependent … | activation, % at 11.4 µM | PKA-R2B holoenzyme dissociation; R2B truncated from residue 108, S112A mutant; 0% DMSO only, 100% 113 µM cGMP | actives 0.079% (n = 340,000);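 active = activation above a cutoff set at the mean over all compounds plus 3 SD, cut at about 18% in these data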;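 also: higher means more holoenzyme dissociation and a rise in polarization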
PfHsp90 set2 – growth inhibition of PfHsp90-expressing yeast, primary screen, antimalarial PfHsp90 inhibitor project, S. cerevisiae, BacTiter-Glo luminescence, single point, set 2; BacTiter-Glo ATP, 48 h; yeast lacking PDR1 and PDR3 efflux regulators; inhibition, % at 9.4 µM; actives 0.32% (n = 310,000); AID 504621, 2011;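 active = every replicate shows inhibition above about 80%, whatever the replicate mean, limit read from the data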;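 also: 0% = DMSO neutral controls and 100% = 20 µM radicicol positive controls; yeast relying on Plasmodium falciparum Hsp90 in place of its own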
AddAB inh – growth inhibition of E. coli expressing H. pylori AddAB, primary screen, AddAB inhibitor project, absorbance | inhibition, % at 11.9 µM | actives 0.29% (n = 330,000) | AID 435030, 2010; in the data active = inhibition above about 12%;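 also: 0% = vehicle wells of infected cells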
OPRM1-OPRD1 ag – agonists of OPRM1-OPRD1 heterodimerization, primary screen, cell-based, luminescence. cells. activation, % at 9.3 µM. actives 0.3% (n = 340,000); in the data active = activation above about 18%;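 also: 0% = vehicle-treated cells and 100% = reference agonist; values of inactives mirror those of a sister screen read the other way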
Target sequence (P35372 whole entry, looked up): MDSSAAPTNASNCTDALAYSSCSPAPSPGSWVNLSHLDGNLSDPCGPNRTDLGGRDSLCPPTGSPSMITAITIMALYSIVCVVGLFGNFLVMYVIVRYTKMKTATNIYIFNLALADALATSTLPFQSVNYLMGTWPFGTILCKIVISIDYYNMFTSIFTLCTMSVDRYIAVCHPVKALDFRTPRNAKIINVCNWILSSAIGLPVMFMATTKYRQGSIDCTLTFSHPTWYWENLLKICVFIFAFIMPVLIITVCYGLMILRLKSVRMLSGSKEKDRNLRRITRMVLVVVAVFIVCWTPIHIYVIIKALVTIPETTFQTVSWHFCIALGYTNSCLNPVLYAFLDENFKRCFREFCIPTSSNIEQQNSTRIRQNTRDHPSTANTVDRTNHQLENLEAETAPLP
Target sequence (P41143 whole entry, looked up): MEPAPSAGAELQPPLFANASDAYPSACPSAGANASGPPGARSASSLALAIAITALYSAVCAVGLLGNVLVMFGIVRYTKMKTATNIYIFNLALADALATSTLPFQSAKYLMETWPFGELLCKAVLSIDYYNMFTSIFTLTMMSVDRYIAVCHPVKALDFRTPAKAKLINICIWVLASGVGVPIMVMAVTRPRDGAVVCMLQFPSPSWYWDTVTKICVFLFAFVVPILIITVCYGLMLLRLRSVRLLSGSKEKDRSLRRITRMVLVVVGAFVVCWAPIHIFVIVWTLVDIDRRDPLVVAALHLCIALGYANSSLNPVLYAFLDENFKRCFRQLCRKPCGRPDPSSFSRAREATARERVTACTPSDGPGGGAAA
PKA-R1A activ – activators of PKA-R1A holoenzyme, primary screen, biochemical, fluorescence polarization, Cy5-IP20, bovine R1A, mouse PKAc; cAMP-dependent protein kinase type I-alpha regulatory subunit (Bos taurus) + …; PKA-R1A dissociation; scaled: DMSO 0%, 113 µM cGMP 100%; activation, % at 11.4 µM; actives 0.083% (n = 340,000);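 active = percent activation above the mean of all tested compounds plus 3 SD, cut at about 19% in these data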;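 also: higher means more PKAc released from R1A so a rise in polarization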
MOR-DOR inv ag – inverse agonists of MOR-DOR heterodimerization, primary screen, cell-based, luminescence; Mu-type opioid receptor (Homo sapiens) + Delta-type opioid receptor (Homo sapiens), …; cell-based MOR-DOR heterodimer luminescence, inverse agonism; inhibition, % at 9.3 µM; actives 0.21% (n = 340,000); in the data active = inhibition above about 22%, passing the limit was not always enough;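 also: 0% = cells with DMSO and 100% = wells without cells with DMSO; values of inactives mirror those of a sister screen read the other way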
E coli growth – E. coli V3065 growth inhibition, primary screen, counter-screen for AddAB inhibitor project, absorbance, OD600; 18 h; inhibition, % at 11.9 µM; actives 0.27% (n = 330,000);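 active = inhibition above the campaign's mean inhibition across all tested compounds plus 3 SD, cut at about 9.9% in these data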;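 also: uninfected addAB+ strain grown without phage in ampicillin broth; 0% = DMSO wells and 100% = ciprofloxacin 0.95 µg/ml wells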
Tat export inh – E. coli Tat export inhibitors, primary screen, MC4100, TorA-mCherry reporter, fluorescence, single point; actives 0.036% (n = 340,000); inhibition, % at 10 µM;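 active = mean replicate inhibition at least 50% and at least half of replicates individually reaching 50%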;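 also: exported cargo escapes ClpAP degradation while cytoplasmic cargo is degraded and loses fluorescence; 0% = median of neutral control wells and 100% = median of NaSCN control wells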
phage Ecoli inh – growth loss of phage-infected E. coli, primary screen, RecBCD inhibitor project, absorbance, with phage, HTS; actives 0.26% (n = 360,000); inhibition, % at 11.9 µM; AID 651602, 2012; in the data active = inhibition above about 11%
Mot1-301 SUMO – yeast Mot1-301 growth rescue at high temperature, primary screen, SUMOylation pathway inhibitor project, S. cerevisiae, ATP luminescence, 38.5C | S. cerevisiae Mot1-301 growth rescue; percent above DMSO median, 100 means doubled | actives 1% (n = 320,000) | growth rescue, % at 18.8 µM | AID 2716, 2010;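 active = every valid replicate shows activation above 250% relative to neutral control wells; inactive = the rest, any valid replicate at or below 250%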;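 also: OY570 slx delta 5 strain wells were the positive control but not used for scaling; some compounds called inactive have numbers as strong as hits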
Starred values were filed as active, the others as inactive; x = not tested or not shown.

item	smiles	HTR5A inv ag	PKA-R2B activ	PfHsp90 set2	AddAB inh	OPRM1-OPRD1 ag	PKA-R1A activ	MOR-DOR inv ag	E coli growth	Tat export inh	phage Ecoli inh	Mot1-301 SUMO
1	O=S(=O)(NC(=NCc1ccccc1)c1ccccc1)c1ccc(Br)cc1	6	-12	13	-0.1	-0.1	-8	0	-0.3	8	0.2	-1
2	COc1cc(OC)cc(C(=O)NC(C)CNc2ccc(Cl)cc2[N+](=O)[O-])c1 (stereo not given)	18	-9	17	-0.2	-3.7	8	18	-2.9	-2	1.4	-14
3	Cc1ccc(CC2CC(=O)N(c3ccc(Cl)cn3)C2=O)cc1 (stereo not given)	9	4	13	3.9	-0.9	-16	5	-0.6	-2	2.0	x
4	Cc1ccccc1Cn1c(C(C)O)nc2ccccc21 (stereo not given)	-8	-6	-23	0.5	0.6	17	-4	-1.9	5	1.8	0
5	O=C(COc1ccc2c3c(c(=O)oc2c1)CCC3)N1CCCC1	-16	-1	-12	1.2	-2.2	1	14	-0.8	5	1.5	7
6	CCOc1ccc(N=Nc2cc(C(C)C)ccc2O)cc1	21	-13	6	2.1	-0.6	-5	3	-0.3	9	1.7	-1
7	Cc1nc2ccccc2c(=O)n1NC(=O)c1ccc(Cl)c(Cl)c1	2	-4	6	-0.3	-1.6	-1	7	-1.0	-5	1.2	-23
8	Cc1cc(C)n2c(SCC(=O)NC3CCCCC3)nnc2n1	18	1	12	-0.2	-1.6	-3	8	0.0	5	0.6	-9
9	CC(NC(=O)c1ccc2c(c1)S(=O)(=O)N=C1CCCCCN12)c1ccc(S(N)(=O)=O)cc1 (stereo not given)	0	-2	18	4.2	-3.2	2	17	-0.4	-14	2.0	-4
10	CN(CCCS(=O)(=O)[O-])c1ccc(/C=C/c2ccc3ccccc3[n+]2C)cc1	-11	-8	-10	x	-2.9	1	14	x	-13	-1.3	2
11	O=C(Nc1ccccc1Cl)c1cc(S(=O)(=O)N2CCCCC2)ccc1N1CCOCC1	12	-8	3	-0.2	-2.9	-7	14	1.0	1	1.4	-8
12	CC(C)CNC(=S)N(CCN(C)C)Cc1cc2cc3c(cc2[nH]c1=O)OCCO3	3	-2	24	3.2	-3.3	7	17	2.5	11	0.9	3
13	CN(CC(=O)Nc1cccc(S(=O)(=O)NC2=NCCC2)c1)Cc1cccc(F)c1	1	-17	22	2.8	-3.3	3	13	0.5	-7	2.8	10
14	CC(C)CCNC(=O)Cn1c(=O)oc2cc(S(=O)(=O)N3CC(C)CC(C)C3)ccc21 (stereo not given)	-20	7	11	2.6	4.3	-6	-25	2.4	1	2.1	608*
15	Cc1cc(C)c(S(=O)(=O)N2CCOC2CNC(=O)C(=O)NCc2ccncc2)c(C)c1 (stereo not given)	2	-2	15	-0.4	-1.7	-10	9	-1.8	24	2.1	-2
16	Cc1noc(C)c1CCC(=O)Nc1c(C(C)C)cccc1C(C)C	-2	-8	10	-0.2	-4.1	3	15	-2.3	-7	0.5	-6
17	COc1ccccc1NC(=O)CN1CCN(CC(=O)Nc2ccc(F)cc2)CC1	4	-8	12	3.1	-2.2	-7	10	3.4	1	3.5	8
18	C=CCN(C(=O)c1ccc(Cl)cc1)c1ccccc1C(=O)NCC(=O)O	-38	10	-5	-0.3	-4.2	7	22	-3.4	5	3.5	-38
19	N=c1c2c(n(Cc3ccc(F)cc3)c3c1CCC3)CCCC2	1	4	12	-0.3	-1.8	2	9	1.3	2	3.0	x
20	COc1cccc(C(=O)N2CCN(Cc3ccc4c(c3)OCO4)CC2)c1OC	-30	-6	12	2.0	0.5	-8	-3	0.6	-3	0.3	-6
21	COC(=O)CCC(=O)COc1ccc(OC)cc1C#N	3	-7	-2	2.1	-2.8	-9	16	0.0	-2	2.1	117
22	O=C(c1ccccc1)C1Oc2ccccc2C2CC(c3cccs3)=NN12 (stereo not given)	14	-2	-8	2.8	-2.3	-10	12	2.6	-12	3.4	10
23	CN(C)CCCNC(=O)c1ccc2[nH]c3ccccc3c2c1	-5	1	-19	-0.1	0.4	-1	-2	-0.4	11	2.0	-6
24	CSCCC(=O)N(C)CC1CCCN(CCc2cccc(C(F)(F)F)c2)C1 (stereo not given)	25	-9	-16	1.8	-1.4	2	8	-1.0	13	0.3	-14
25	COc1ccc(/C=C2\Oc3cc(OC(=O)N4CCOCC4)ccc3C2=O)c(OC)c1	25	4	-19	0.0	-1.5	2	8	-0.8	1	-2.4	-10
26	COc1cccc(CN(CC2CCCO2)S(=O)(=O)c2ccc(S(=O)(=O)NCC3CCCO3)cc2)c1OC (stereo not given)	4	-12	8	3.9	-3.4	-12	19	-3.0	7	0.6	9
27	Cc1ccc(NC(=O)Cn2cnc3c(nnn3Cc3ccc(F)cc3)c2=O)cc1	12	15	-5	1.4	0.1	8	-1	-0.1	9	5.1	-1
28	CCCCN(CCCC)CCNC(=O)c1ccc2nc(-c3ccccc3NC(C)=O)c(=O)[nH]c2c1	-1	3	-1	4.4	-2.4	-15	12	1.6	-2	4.7	561*
29	CCN1C(=O)/C(=C/c2cc(C)n(C)c2C)SC1=Nc1ccc(OC)cc1	-4	6	-15	2.8	-1.7	-2	10	-0.8	-6	2.8	-17
30	Cc1ccc(C(=O)CCC(=O)OCc2nnc(-c3ccccc3)o2)cc1	-17	2	x	0.0	0.4	-7	-2	-0.2	4	0.7	1
31	O=S(=O)(NCCN1CCCC1)c1cccc2cccnc12	-15	-8	18	2.3	-2.0	0	10	-0.4	1	1.7	815*
32	Cc1nnc2ccc(-c3cccc(NS(=O)(=O)c4ccccc4[N+](=O)[O-])c3)nn12	-4	3	25	3.1	1.4	0	-9	2.4	-7	2.7	33
33	O=C(Nc1ccn(CCCNCC2CCCO2)c(=O)n1)OCc1ccccc1 (stereo not given)	-13	-1	-26	x	-2.9	15	13	x	-1	2.1	x
34	Cc1ccc2[nH]c(=O)c(CN(C(=O)c3cccc([N+](=O)[O-])c3)C(C)(C)C)cc2c1	-45	7	5	0.6	-3.0	-10	16	-1.6	0	1.8	-9
35	CCOC(=O)c1c(C)[nH]c(C)c1S(=O)(=O)N(C)CC(=O)N(C)Cc1ccccc1	-18	-13	-20	1.6	-1.0	-8	5	0.8	-5	0.5	2
36	COc1ccc(CCN2CC(C(=O)N3CCCCCC3)CCC2=O)cc1 (stereo not given)	6	-2	0	2.1	-2.2	-5	13	-0.9	4	0.9	-8
37	CCCc1cc(C(=O)N2CCCC(N3CCN(c4ccccc4F)CC3)C2)n(C)n1 (stereo not given)	1	-2	33	2.0	-2.7	-2	9	3.0	-5	1.1	7
38	C=CC[C@H](CC(=O)N(CCO)Cc1ccccc1)C(=O)N[C@@H](C)COC(=O)[C@@H](CC=C)Cc1ccc(F)cc1	-4	0	-11	-1.4	-3.5	-5	16	-2.3	17	1.5	-11
39	Cc1ccc(NC(=O)c2nc[nH]c2C(=O)N2CCN(c3ccccc3)CC2)cc1	-20	-2	x	1.3	3.3	-3	-18	-2.9	-1	0.8	0
40	CCN(C[C@H]1N[C@@](CC)(C(=O)OC)[C@H]2C(=O)N(Cc3ccccc3)C(=O)[C@@H]12)S(=O)(=O)c1ccc(OC)cc1	-4	-9	20	0.2	-4.3	0	20	-3.2	22	-3.9	2
41	Nc1nc(SCc2ccccc2)ns1	-20	-16	1	1.4	-1.8	-2	10	2.4	-2	3.6	-5
42	Cc1cccc(NC2=NC3(CCCCC3)N=C(N)N2)c1	-3	-5	2	-0.6	-3.0	-7	15	-3.0	-5	-1.2	-20
43	Cc1c(Br)c([N+](=O)[O-])nn1CC(=O)Nc1nccs1	-5	0	20	3.0	-0.4	11	2	2.5	-2	2.3	-4
44	Cc1cc(N)ccc1NC(=O)c1ccccc1	-10	-16	x	1.1	0.0	-2	0	-13	-4	1.1	-16
45	O=C(CCCCCn1c(=S)[nH]c2cc3c(cc2c1=O)OCO3)N1CCN(C2CCCCC2)CC1	-11	0	-17	-1.0	-1.2	-7	6	-3.6	2	0.6	-2
46	COc1cccc(NC(=O)COC(=O)CCC(=O)c2cccs2)c1	-11	-7	-6	0.8	-4.9	0	21	-1.9	2	0.6	26
47	C=CCOC(=O)C1=C(C)NC(SCC(=O)N(CC)CC)=C(C#N)C1c1ccccc1 (stereo not given)	-12	-10	7	-1.3	0.6	-8	-3	0.3	9	-0.2	2
48	CCOc1ccc(Cn2c(O)cc(=O)[nH]c2=O)cc1	-1	-11	19	1.9	-2.5	-16	15	-2.2	4	1.3	-1
49	COc1ccc(C(=O)OC(C(=O)c2ccc(C)cc2)c2ccccc2)cc1 (stereo not given)	-7	-12	x	3.4	0.2	-14	-1	-0.4	-3	2.5	-11
50	CCCNS(=O)(=O)c1ccc(CCC(=O)NCc2ccc3c(c2)OCO3)cc1	-18	2	-2	3.1	-1.2	3	8	-2.2	-3	3.6	-3

(further entries)
item	smiles	HTR5A inv ag	PKA-R2B activ	PfHsp90 set2	AddAB inh	OPRM1-OPRD1 ag	PKA-R1A activ	MOR-DOR inv ag	E coli growth	Tat export inh	phage Ecoli inh	Mot1-301 SUMO
51	Cc1cc(Oc2ccc(=O)n(C)n2)nc(SCCOc2ccccc2)n1	7	5	2	0.1	-2.0	6	10	0.5	1	3.8	-14
52	COc1ccc(NC(=O)COc2cc(O)c3c(c2)OC(C)(C)CC3=O)cc1	5	-2	-5	3.2	-2.1	-1	10	0.5	-5	4.6	-1
53	CC(C)CN(C(=O)CSc1nnc(-c2cccs2)n1N)c1c(N)n(Cc2ccccc2)c(=O)[nH]c1=O	7	-1	x	-0.1	-1.5	-8	10	0.3	-1	3.3	-11
54	CCc1c(C)nc2ncnn2c1N1CCCC(C(=O)NCc2ccc3c(c2)OCO3)C1 (stereo not given)	-29	-2	12	-1.5	-1.9	3	10	-2.5	-4	1.9	1
55	CCOC(=O)c1ccc(C(=S)N2CCCC2)cc1	11	-5	20	x	-3.1	-4	14	x	-1	2.8	x
56	COc1ccccc1CC(=O)NC1CC1	0	4	5	4.5	-1.1	17	5	-1.0	-5	1.3	5
57	CCOc1ccccc1NC(=O)NNC(=O)CCc1ccc(OC)cc1	2	4	-43	x	-2.0	6	11	x	0	0.9	-12
